Screens as filed in PubChem BioAssay.
FAS-TE inh: inhibitors of human fatty acid synthase thioesterase domain. P49327. recombinant FAS-TE, OMFH fluorogenic substrate, fluorescence endpoint. inhibition, % at 15 µM. 0.67% of 360,000 active. AID 602261;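 active = compounds whose normalised, plate-corrected inhibition of enzyme fluorescence in the single-dose primary screen is 50% or more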;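 note: 0% = DMSO with enzyme and 100% = substrate without enzyme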
SKN-1 inh: blocks SKN-1 activity in C. elegans; C. elegans VP596 Pgst-4::GFP/RFP ratio, acrylamide-induced, 24 h; inhibition, % at 21.8 µM; 0.49% of 360,000 active;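 active = interference check ratio from 0.5 to 1.5 plus GFP to RFP signal ratio inhibition reaching or exceeding a fixed threshold, cut at about 30% in these data, passing the limit was not always enough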; note: some compounds called inactive have numbers as strong as hits
Rin1 Abl inh: human Rin1-Abl interaction inhibition; inhibition, % at 7.35 µM; TR-FRET Rin1/Abl binding, biochemical; 0.4% of 360,000 active; P00519+Q13671; in the data active = inhibition above about 5%, passing the limit was not always enough
E coli Lon inh: inhibitors of E. coli Lon protease; P0A9M0; purified E. coli Lon protease, fluorescence polarization; inhibition, % at 7.94 µM; 0.42% of 360,000 active; AID 602123; in the data active = inhibition above about 13%, passing the limit was not always enough;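 note: 0% = enzyme with probe and DMSO and 100% = no enzyme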
Target sequence (P0A9M0 whole entry, looked up): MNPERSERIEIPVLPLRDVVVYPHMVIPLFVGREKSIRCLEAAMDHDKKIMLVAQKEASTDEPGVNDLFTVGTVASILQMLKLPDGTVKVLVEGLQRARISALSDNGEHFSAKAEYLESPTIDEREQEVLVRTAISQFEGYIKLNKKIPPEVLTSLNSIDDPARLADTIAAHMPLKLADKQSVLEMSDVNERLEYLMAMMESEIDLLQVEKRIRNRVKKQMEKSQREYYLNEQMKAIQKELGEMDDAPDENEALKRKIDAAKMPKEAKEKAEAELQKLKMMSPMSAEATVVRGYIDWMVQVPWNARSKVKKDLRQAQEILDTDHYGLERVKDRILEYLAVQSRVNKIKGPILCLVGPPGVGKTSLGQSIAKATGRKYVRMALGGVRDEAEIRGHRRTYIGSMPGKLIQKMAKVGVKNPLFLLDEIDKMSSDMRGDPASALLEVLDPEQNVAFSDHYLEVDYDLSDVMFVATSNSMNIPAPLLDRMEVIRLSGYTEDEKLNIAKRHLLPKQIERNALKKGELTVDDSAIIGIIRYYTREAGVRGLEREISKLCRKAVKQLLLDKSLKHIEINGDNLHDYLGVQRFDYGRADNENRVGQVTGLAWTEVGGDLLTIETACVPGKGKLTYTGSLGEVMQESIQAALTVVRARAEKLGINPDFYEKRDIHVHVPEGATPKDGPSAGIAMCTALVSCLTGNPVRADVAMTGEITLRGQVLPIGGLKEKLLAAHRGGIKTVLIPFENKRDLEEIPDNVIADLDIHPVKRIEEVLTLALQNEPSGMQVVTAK
PABP1 MLLE inh: blocks PAM2 peptide binding to the PABP1 MLLE domain; P11940; GST-MLLE / FITC-PAM2 fluorescence polarization; inhibition, % at 20 µM; 0.36% of 360,000 active; in the data active = inhibition above about 35%, passing the limit was not always enough;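 note: plate controls were DMSO wells with GST-MLLE for no effect and wells lacking GST-MLLE protein for full effect; some results filed as inactive read as strong as hits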
bovine MsrA act: activates bovine MsrA enzyme. purified bovine MsrA, absorbance read-out. activation, % at 10.6 µM. 0.3% of 360,000 active. AID 602163; in the data active = activation above about 7.5%;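 note: 0% = vehicle and 100% = reference activator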
Neddylation inh: blocks human cullin neddylation; P61081+Q13564; TR-FRET cullin neddylation, biochemical; calls only at 25 µM; 0.58% of 360,000 active; in the data active = inhibition above about 36%
CendR NRP1 mod: NRP-1/CendR interaction modulation; O14786; 0.85% of 360,000 active; inhibition, % at 25 µM; FAM-RPARPAR peptide binding to NRP-1, fluorescence polarization;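 active = inhibition or corrected inhibition above about 18%, plus a signal ratio from 0.5 to 1.5, limit read from the data, passing the limit was not always enough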; note: strong numbers were not always called active
MT1-MMP act inh: MT1-MMP (human) activation inhibition | HT1080 RFP-PRO-GFP cells, GFP/RFP ratio fluorescence, overnight; percent of plate control window, DMSO zero | GFP/RFP ratio change, % at 20 µM | P50281 | 0.061% of 360,000 active | AID 651647;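 active = GFP/RFP ratio change of at least 30% with cell ATP level not reduced by more than half and red fluorescence within 50% of control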; note: strong numbers were not always called active
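Assay system: HT1080 RFP-PRO-GFP cells | Dosing: 20 µM single dose, 1% DMSO | Incubation: Cells overnight before dosing, compound overnight, 37 °C, 5% CO2 | Evaluation: GFP/RFP fluorescence ratio | Control set: DMSO-only wells and HT1080 RFP-L50D-GFP cell wells as references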
The depositor's hits bear a star; i = inactive; . = no result given.

SMILES	FAS-TE inh	SKN-1 inh	Rin1 Abl inh	E coli Lon inh	PABP1 MLLE inh	bovine MsrA act	Neddylation inh	CendR NRP1 mod	MT1-MMP act inh
COc1cc(CC(=O)OCC(=O)Nc2cc([N+](=O)[O-])ccc2F)cc(OC)c1OC	11.7	7.9	1.0	1.1	-7.5	-3.3	i	3.1	-2.0
S=C1NC2(CCCCC2)NN1c1ccccc1	-3.9	6.0	1.3	-2.7	-61.2	3.1	i	-10.8	-3.2
CN(CC(=O)Nc1ccc(OC(F)(F)F)cc1)C(=O)C1CCC1	-5.4	0.7	3.4	0.2	-58.9	-2.2	i	3.4	2.0
O=C(c1ccco1)N1CCN(C(=O)c2ccccc2NS(=O)(=O)c2ccc(F)cc2)CC1	-4.8	12.4	3.3	-8.9	-9.5	-8.4	i	-0.9	-1.6
CCC(CC)c1nnc(NC(=O)C2CC(=O)N(CCc3ccc(F)cc3)C2)s1 (configuration not stated)	-1.8	12.8	-1.4	-0.6	31.7*	-2.3	i	4.4	0.8
Fc1cccc(-n2ncc(-c3nnnn3-c3ccccc3)c2C(F)(F)F)c1	0.1	-25.1	1.5	-3.4	8.2	-8.5	i	7.8	-2.3
CCC(Sc1nccn1C)C(=O)Nc1cccc2ccccc12 (configuration not stated)	-3.7	13.8	-2.1	-0.4	10.2	-4.2	i	-4.1	-5.1
CCN(C(=O)COc1cccc(-n2cnnn2)c1)C1CCS(=O)(=O)C1 (configuration not stated)	-1.9	-3.8	1.4	-15.2	-1.8	-0.3	i	1.5	2.2
C=CCC1=C/C(=C\c2c(N)n3nc(CC(=O)N4CCCC4)sc3nc2=O)C=C(OC)C1=O	-6.8	-8.6	4.5	-93.0	-97.4	3.7	i	-210.7	-0.1
Cc1ccnc(NC(=O)CCC(=O)N(CC(=O)NCc2ccccc2)c2ccc3c(c2)OCO3)c1	7.9	18.9	-0.3	-5.7	-3.4	-1.3	i	1.2	-6.4
COc1ccc(C(=O)O/N=C(\N)c2cccc(C)c2)cc1OC	-0.3	18.2	0.7	-9.0	-7.1	-0.6	i	3.4	-2.0
CCOC(=O)c1ccc(CNC(=O)Cn2nnc(-c3cccc(C)c3)n2)o1	2.3	-2.1	2.5	-3.3	-3.6	0.2	i	5.6	-1.8
CCC(CC)C(=O)Nc1nnc(-c2cccs2)s1	-2.9	-2.0	1.2	-0.6	28.9	-5.6	i	-4.7	-2.4
Cc1cccc(CNC(=O)Nc2nnc([C@@H]3C[C@H](O)[C@@H](CO)O3)s2)c1	-6.4	4.0	-2.5	2.7	-2.9	2.3	i	-4.1	0.0
Cc1ccc[n+](CC(=O)Nc2cccc(Cl)c2)c1	-5.9	-8.5	0.3	-9.0	5.2	-1.3	i	-7.1	3.0
COc1ccccc1N(C)S(=O)(=O)c1ccc(C(=O)OCC(N)=O)cc1	-2.4	4.2	0.7	-1.9	-6.3	-0.9	i	4.8	0.4
COc1cccc(CNC(=O)[C@@H]2CCCN2C(=O)[C@@H]2CCCN2)c1	-15.6	-14.9	.	-2.1	.	-4.3	i	8.1	-0.9
COc1cc(C(=O)N/N=C/c2ccc(OC)c(CN3CCN(c4ccc(F)cc4)CC3)c2)ccc1O	-1.7	6.2	1.1	-6.3	6.3	-0.2	i	7.8	6.0
O=C(Nc1ccc2c(c1)OCO2)C(c1ccccc1)N1CCC2(CC1)OCCO2 (configuration not stated)	-1.7	-5.8	-0.1	-7.1	5.1	-1.6	i	8.1	8.1
O=C(NCc1ccc2c(c1)OCO2)c1ccc(COc2cc(Cl)ccc2Cl)o1	33.5	-7.4	-3.3	-3.6	-17.1	-3.1	i	-2.2	1.7
COc1ccc(OC)c(-c2nnc(SCC(=O)N3CCCc4ccccc43)o2)c1	5.7	2.6	2.5	1.9	-1.9	-2.6	i	-14.4	-2.7
CCOc1ccc(/C=C/C(=O)c2cc(Br)ccc(=O)c2O)cc1	25.6	-0.2	3.5	-11.5	-55.1	-5.5	i	-71.1	-5.0
CC(C)CC(NC(=O)/C(=C\c1ccco1)NC(=O)c1ccco1)C(=O)O (configuration not stated)	-6.1	2.8	0.8	1.1	-3.4	-4.0	i	-16.8	-6.9
CCOC(=O)C1(CCCc2ccccc2)CCN(C(=O)CCCn2cncn2)CC1	-5.4	10.1	5.0	0.2	1.5	-14.4	i	4.1	-4.3
Cc1ccc(Cn2nnc3c(=O)[nH]c(C4CCCN(C(=O)Nc5ccc(F)cc5)C4)nc32)cc1 (configuration not stated)	-4.4	-1.7	0.9	1.2	6.0	-1.1	i	8.2	7.5
CCCCN1CCC(=O)NC1=O	-12.3	6.2	3.3	2.6	9.0	-8.6	i	-5.2	-0.5
O=C1CSC(c2ccc([N+](=O)[O-])cc2)N1c1ccccc1 (configuration not stated)	-3.1	-3.1	1.9	-6.1	7.0	-2.0	i	-2.8	-2.1
COc1ccccc1NC(=O)Cn1cc(C#N)c2ccccc21	8.2	-1.0	1.9	8.1	-13.5	-2.8	i	-3.8	10.0
CCCCCCc1c(O)nc(SCCN2CCOCC2)[nH]c1=O	-6.4	-5.3	6.2	-4.0	13.4	-16.2	i	7.6	7.7
COc1ccccc1NC(=O)N1CCN(CCc2ccccc2)CC1	-1.7	-7.8	0.3	8.1	-3.3	-1.8	i	1.4	-1.2
Cc1cccnc1NC(=O)c1ccc(S(=O)(=O)N2CCCC2)cc1	-2.5	7.2	-1.1	0.1	3.3	-3.9	i	8.1	0.7
O=C(N/C(=C\c1ccc(Br)cc1)C(=O)N1CCOCC1)c1ccco1	-1.2	-5.2	2.4	10.9	7.0	0.4	i	-2.2	-1.6
CCN(CC)C(=O)/C(=C/c1cccc([N+](=O)[O-])c1)NC(=O)c1ccco1	-1.0	2.4	-0.2	-2.4	-10.2	-4.6	i	-6.6	-4.2
Cc1cc(NC(=O)CCC(=O)N(Cc2ccco2)C2(C(=O)NC3CCCC3)CCCCC2C)no1 (configuration not stated)	-3.1	10.1	3.0	-6.2	6.1	-1.9	i	4.5	-3.2
Cc1ccc(-n2nc3c(c2NC(=O)c2ccc4c(c2)OCO4)CS(=O)C3)cc1 (configuration not stated)	-11.5	-1.8	2.2	0.7	-29.2	1.0	i	2.1	2.0
COc1ccc(/C(C#N)=C/c2c(-c3ccc(Cl)cc3)nc3c(C)cccn23)cc1	46.7	1.4	0.6	5.7	-5.2	-1.9	i	6.9	-9.6
Cc1nccn1-c1ccc(C(F)(F)F)cc1NC=O	-3.8	-17.1	-0.4	4.1	-0.7	0.9	i	-8.7	1.4
O=C(O)Cn1c(-c2ccccc2)cc2ccccc21	-2.2	-1.9	-1.3	3.5	5.2	3.7	.	2.0	0.4
O=C(NCC1CCCO1)C(c1cccs1)N(C(=O)c1ccc(-c2ccccc2)[nH]1)C1CCCC1 (configuration not stated)	4.1	14.9	3.1	13.8	-5.6	-4.5	i	-22.3	-9.8
CN=C(C)/C(C(=O)OC)=C(/O)c1c(F)cccc1F	-4.4	-2.4	0.1	-4.0	17.6	-1.8	i	2.2	3.3

No new results follow: an excerpt of the list.
SMILES	FAS-TE inh	SKN-1 inh	Rin1 Abl inh	E coli Lon inh	PABP1 MLLE inh	bovine MsrA act	Neddylation inh	CendR NRP1 mod	MT1-MMP act inh
COc1ccc(OC)c(-c2nnc(SCC(=O)N3CCCc4ccccc43)o2)c1	5.7	2.6	2.5	1.9	-1.9	-2.6	i	-14.4	-2.7
CCOc1ccc(/C=C/C(=O)c2cc(Br)ccc(=O)c2O)cc1	25.6	-0.2	3.5	-11.5	-55.1	-5.5	i	-71.1	-5.0
CC(C)CC(NC(=O)/C(=C\c1ccco1)NC(=O)c1ccco1)C(=O)O (configuration not stated)	-6.1	2.8	0.8	1.1	-3.4	-4.0	i	-16.8	-6.9
CCOC(=O)C1(CCCc2ccccc2)CCN(C(=O)CCCn2cncn2)CC1	-5.4	10.1	5.0	0.2	1.5	-14.4	i	4.1	-4.3
Cc1ccc(Cn2nnc3c(=O)[nH]c(C4CCCN(C(=O)Nc5ccc(F)cc5)C4)nc32)cc1 (configuration not stated)	-4.4	-1.7	0.9	1.2	6.0	-1.1	i	8.2	7.5

Additional results follow:
SMILES	FAS-TE inh	SKN-1 inh	Rin1 Abl inh	E coli Lon inh	PABP1 MLLE inh	bovine MsrA act	Neddylation inh	CendR NRP1 mod	MT1-MMP act inh
O=C(Cc1cccc([N+](=O)[O-])c1)Nc1cccc(C(=O)N2CCCC2)c1	6.3	17.2	2.6	8.6	-12.5	-4.3	i	-0.2	-1.7
CCCOc1ccc(NC(=O)C2CC(=O)N/C(=N/N=C(\C)CCc3ccc4c(c3)OCO4)S2)cc1 (configuration not stated)	13.2	-6.4	-0.3	-4.6	-14.1	-2.2	i	-5.0	0.4
CCOC(=O)c1oc2ccc(S(=O)(=O)n3nc(-c4cc(OC)c(OC)c(OC)c4)cc3N)cc2c1C	22.9	1.8	0.2	-1.2	4.9	-1.8	i	-2.7	4.7
CCCN1C(=O)C2(SC(NC(C)=O)=NN2C(C)=O)c2cc(C)ccc21 (configuration not stated)	-3.4	17.5	0.5	-5.1	19.4	-2.4	i	-4.1	5.5
CC(C)OC(=O)c1ccc(S(N)(=O)=O)o1	-10.2	1.0	-1.2	-7.7	21.9	-2.0	i	-9.2	1.1
O=C(CNC(=O)c1ccccc1)OCC(=O)c1c[nH]c2ccccc12	-8.5	4.5	1.4	2.1	-7.3	-1.4	i	-15.0	-2.6
COc1ccc(OC)c(-n2nnnc2SCC(=O)Nc2ccc3c(c2)OCCO3)c1	-12.7	0.5	1.6	-1.2	-14.3	-2.3	i	8.4	3.1
CC1(C(=O)NS(=O)(=O)c2ccc(Cl)cc2)CCN1C(=O)C1(c2ccc(Cl)cc2)CCC1 (configuration not stated)	4.0	-3.5	1.1	-4.3	5.3	1.2	i	0.4	-0.8
COc1ccc(C(=O)Nc2cc3c(oc2=O)CCCC3=O)cc1	-3.1	-9.2	5.3	-4.8	8.5	-5.5	i	-16.7	-0.6
COc1cc(C#N)ccc1OCC(=O)Nc1cccc(S(=O)(=O)N(C)c2ccccc2)c1	19.3	6.9	-1.9	7.6	-36.0	-0.1	i	-9.8	0.2
C/C(=N\NC(=O)C1=NNC(=O)C1C)c1cccs1 (configuration not stated)	-4.0	7.9	-1.5	10.7	-13.5	-4.7	i	3.0	2.4
CCCCC(O)(CCCC)C(=O)NN(C(=O)c1cccnc1Cl)c1ccccc1	2.7	2.8	-0.3	-4.6	-0.2	-0.6	i	-11.4	-3.0
CCOC(=O)c1[nH]ncc1CN1CCCC(C(=O)c2ccc(SC)cc2)C1 (configuration not stated)	-5.0	3.6	6.9	-2.3	-3.5	-12.7	i	8.0	1.5
COc1ccc(-c2ccc(C(=O)NCc3cccs3)c3occc23)c(C)c1	1.9	0.9	-4.3	6.3	-4.3	-1.2	i	-8.4	-2.1
Cc1ccc(N=Cc2cc3c(cc2O)OC(N)=C(C#N)C3c2ccccc2)cc1 (configuration not stated)	-10.6	-6.6	2.1	-44.0	-74.1	-3.4	i	-137.8	-39.9
O=[N+]([O-])c1ccc(O)c(/C=N/n2cnnc2)c1	-4.1	2.3	0.2	-4.8	-5.8	-7.9	i	3.3	3.7
Nc1nc2ncccc2cc1C(=O)NCCc1cccs1	-10.2	3.5	.	-2.9	.	-4.6	.	-21.3	-4.1
CCOC(=O)C(Cc1ccc(O)cc1)NC(=O)CNC(=O)C1CCCN1C(=O)OC(C)(C)C (configuration not stated)	-2.7	0.1	6.0	-4.3	6.5	-5.4	i	10.2	0.6
COC(=O)c1ccc(OCCN2CCCCCC2)cc1	-5.6	-2.9	0.4	-1.0	-7.6	-4.9	i	-3.3	-0.1
CC(=O)Nc1ccc(NC(=O)CNS(=O)(=O)c2ccc(C)cc2)cc1	-8.6	3.8	2.4	1.8	-7.1	-2.3	i	-6.2	0.9
COC(=O)COc1ccc(Oc2cc(C)nc(SC)n2)nn1	-6.6	7.4	0.8	-8.2	5.0	-0.8	i	-10.3	12.5
